AmpC inh det: Promiscuous and Specific Inhibitors of AmpC Beta-Lactamase (assay with detergent) | Potency, µM (series often up to 28.7 µM), for the others: at the highest dose activity change, negative = inhibition | purified AmpC, nitrocefin hydrolysis with detergent | AID 584, 2007 | P00811 | 0.09% of 71,000 active; active = well fitted curve in the direction sought with a large enough effect
Target sequence (P00811 whole entry, looked up): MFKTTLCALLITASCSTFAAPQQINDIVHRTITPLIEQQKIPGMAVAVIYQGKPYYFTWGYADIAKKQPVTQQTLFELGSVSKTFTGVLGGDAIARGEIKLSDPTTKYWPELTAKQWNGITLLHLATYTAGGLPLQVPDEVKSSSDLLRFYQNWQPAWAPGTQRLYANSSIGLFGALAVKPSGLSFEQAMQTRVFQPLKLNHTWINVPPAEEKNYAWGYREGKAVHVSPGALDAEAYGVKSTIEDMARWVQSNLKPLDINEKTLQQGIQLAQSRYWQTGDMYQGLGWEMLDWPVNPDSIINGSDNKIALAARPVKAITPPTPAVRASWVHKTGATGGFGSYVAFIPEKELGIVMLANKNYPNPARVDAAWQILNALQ
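E. coli AmpC (5.3 nM) in 20 mM phosphate pH 7.0 with 0.01% Triton X-100, preincubated 15 min RT with compound; nitrocefin (2 uL of 800 uM stock) hydrolysis followed by 480 nm absorbance every 20 s over 4 min.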
An asterisk follows results filed as active; & = joins results of further samples; [ ] = remark or other dose. % is set by controls: 0 for no effect and ±100 for the full control effect; potency is the fitted concentration of half-maximal effect. Only part of the results is shown (hit frequency here may not be typical).

SMILES	AmpC inh det
CC(C)[N+]1(C)[C@@H]2CC[C@H]1CC(OC(=O)[C@@H](CO)c1ccccc1)C2 (stereo partly specified)	1%
CCOC(=O)c1ccc(NC(=O)NC(C)C2CCCO2)cc1 (stereo unspecified)	-9%
COc1ccc(S(=O)(=O)N2CCCN(CC(=O)C(C)(C)C)CC2)cc1	10%
CCCCOCCCNC(=O)c1ccc2c(c1)OCO2	-1%
COc1cccc(C(=O)Cn2c(N3CCOCC3)nc3c2c(=O)n(C)c(=O)n3C)c1	11%
NCCCCC(=O)O	-1%
CCn1c(-c2ccco2)nc2ccccc21	-6%
O=C1CCNc2cc3ccccc3cc21	-2%
Cc1nc(SCC(=O)Nc2cc(C)on2)c2c(=O)n(C)c(=O)n(C)c2n1	12%
CCOC(=O)c1cnn(-c2cccc(Cl)c2)c1N	-5%
CCCc1c(O)nc(SCCN(CCC)CCC)[nH]c1=O	1%
CC(=O)c1c(NCc2ccccc2)nc(=O)n(-c2ccccc2)c1C	13%
CCC(Sc1nc2cc3c(cc2c(=O)n1Cc1ccco1)OCO3)C(=O)Nc1ccccc1OC (stereo unspecified)	0%
Cc1ccc(C(=O)Nc2ccc3c(c2)nc2n3CCSC2)cc1	11%
CC(C)C(NC(=O)OCc1ccccc1)C(=O)OCC(=O)NCc1ccco1 (stereo unspecified)	-5%
c1ccc(-c2nc(NCc3cccnc3)c3oc4ccccc4c3n2)cc1	8%
COC(=O)Cn1nc(-c2ccc(C)c(S(=O)(=O)N(C)C)c2)c2ccccc2c1=O	-4%
N#Cc1cc2cc3c(cc2nc1N1CCCCC1)OCCO3	11%
COC(=O)C1=C(N)Oc2cc(C)n(Cc3ccco3)c(=O)c2C1c1cccc(Cl)c1 (stereo unspecified)	17%
CC(C)C[C@H](NC(=O)Nc1ccc(S(N)(=O)=O)cc1)C(=O)O	-1%
Cc1ccc(CNC(=O)CCCn2c(=O)c3ccccc3n(CC(=O)NC3CCCC3)c2=O)cc1	-3%
CC(C)N(Cc1nc(-c2ccc(Cl)cc2)no1)C(=O)CCCN1C(=O)c2ccccc2C1=O	9%
Cc1oc(C(=O)O)cc1COc1ccc2c3c(c(=O)oc2c1C)CCCC3	1%
CCOc1ccccc1-n1c(O)c(C=NCCCN(CC)CC)c(=O)[nH]c1=O	-5%
N#CCCSc1ncnc2c1oc1ccccc12	-5%
Cc1nnc(OCc2nc3ccccc3n2C)c2ccccc12	7%
C(=N/Nc1ccccn1)/c1cccnc1	0%[5.75 µM]
Cc1nc2ccccn2c1C(=O)NCc1cccnc1	-4%
O=C1CSC(c2cn(-c3ccccc3)nc2-c2ccc3c(c2)OCCO3)N1CCN1CCOCC1 (stereo unspecified)	-3%
COCCCNC(=O)COc1ccc(S(=O)(=O)Nc2ccccc2)cc1	1%
CC(C)=CCc1c2c(c3occ(-c4ccc(O)c(O)c4)c(=O)c3c1O)C=CC(C)(C)O2	-3%[5.75 µM]
O=C(c1cc(Cl)cc(Cl)c1)N1CCOCC1	-2%
COC(=O)C(C)NC(=O)C12CC3CC(CC(C3)C1)C2 (stereo unspecified)	0%
CCOC(=O)C1CCN(CC(=O)N2C(C)CCCC2C)CC1 (stereo unspecified)	9%
CCCCC(=O)NC(Nc1cc(C)ccn1)(C(=O)OCC)C(F)(F)F (stereo unspecified)	-6%
O=C(CSc1nnc(-c2cccnc2)n1C1CCCCC1)NC1CCCCC1	12%
O=C(NCC1CCCO1)C1CCN(C(=O)c2ccc(Br)cc2)CC1 (stereo unspecified)	-6%
COc1nc(-c2ccccc2)ccc1-c1noc(-c2cccs2)n1	-8%
COC(=O)[C@@H](NC(=O)NCc1ccccc1Cl)C(C)C	-5%
COc1ccc(C)cc1S(=O)(=O)N1CCN(Cc2ccccc2)CC1	14%
Cc1ccc2c(c1)CC1(CN2C)C(=O)NC(=O)N(CCC2=CCCCC2)C1=O (stereo unspecified)	-4%
CC(C)NS(=O)(=O)c1ccc(CCC(=O)NCc2ccco2)cc1	-2%
COc1cccc(Cn2c(=O)c(-c3cccs3)nc3cnc(Nc4cccc(OC)c4)nc32)c1	-1%
COc1ccc(OC)c(C(C)NC(=O)c2ccco2)c1 (stereo unspecified)	-2%
Cn1c(=O)c2cc(S(=O)(=O)NCCC(=O)NCCc3ccc(Cl)cc3)ccc2n(C)c1=O	10%
COc1ccc(CCn2c(NCCCN3CCOCC3)nc3c2c(=O)[nH]c(=O)n3C)cc1	0%
COc1cc(NC(=O)CN(c2cc(C)cc(C)c2)S(=O)(=O)c2c(C)noc2C)cc(OC)c1	7%
COc1ccc(NC(=O)C2CCN(C(=O)NC3CCCCC3)CC2)c(OC)c1	-1%
Cc1cc(=O)[nH]c(SCC(=O)Nc2ccc(Br)cn2)n1	-5%
Cc1cccn2c(=O)c3cc(C(=O)NC(C)C)c(=N)n(Cc4ccncc4)c3nc12	-2%
CCOC(=O)CN1CC23C=CC(O2)C(C(=O)Nc2ccc(C(C)=O)cc2)C3C1=O (stereo unspecified)	9%
Cc1cc(C(F)(F)F)n2nc(C(=O)O)c(Cl)c2n1	-5%
Cc1ccccc1NS(=O)(=O)c1cc(C(=O)NCc2ccco2)ccc1C	-2%
O=C(O)c1cc(=O)c2ccccc2[nH]1	4%&-1%
Cc1ccc(N(C(=O)Cn2nnc3ccccc32)C(C(=O)NC2CCCCC2)c2cn(C)nc2C)cc1 (stereo unspecified)	0%
CCCN1C2CCCC1CC(NC(=O)c1cc(OC)c(OC)c(OC)c1)C2 (stereo unspecified)	-2%
CSc1c(C#N)c(N)c(C#N)c2c1COC(C)(C)C2	-3%
CN(CCc1ccc(Cl)c(Cl)c1)[C@H]1CCCC[C@H]1N1CCCC1	-6%
C[C@H]1[C@H](C)CC[C@]2(C(=O)O)CC[C@]3(C)C(=CC[C@@H]4[C@]5(C)C[C@H](O)[C@@H](O)[C@@](C)(CO)[C@@H]5[C@H](O)C[C@@]43C)[C@H]12	-4%[5.75 µM]
COc1cccc(-c2ccc3ncnc(N(C)Cc4ccco4)c3c2)c1	10µM*

22 entries already listed, arranged by formula weight, lowest first.
SMILES	AmpC inh det
O=C(O)c1cc(=O)c2ccccc2[nH]1	4%&-1%
CSc1c(C#N)c(N)c(C#N)c2c1COC(C)(C)C2	-3%
COc1ccc(OC)c(C(C)NC(=O)c2ccco2)c1 (stereo unspecified)	-2%
Cc1cc(C(F)(F)F)n2nc(C(=O)O)c(Cl)c2n1	-5%
COC(=O)[C@@H](NC(=O)NCc1ccccc1Cl)C(C)C	-5%
COc1nc(-c2ccccc2)ccc1-c1noc(-c2cccs2)n1	-8%
COc1cccc(-c2ccc3ncnc(N(C)Cc4ccco4)c3c2)c1	10µM*
CC(C)NS(=O)(=O)c1ccc(CCC(=O)NCc2ccco2)cc1	-2%
Cc1cc(=O)[nH]c(SCC(=O)Nc2ccc(Br)cn2)n1	-5%
COc1ccc(C)cc1S(=O)(=O)N1CCN(Cc2ccccc2)CC1	14%
Cc1ccc2c(c1)CC1(CN2C)C(=O)NC(=O)N(CCC2=CCCCC2)C1=O (stereo unspecified)	-4%
Cc1ccccc1NS(=O)(=O)c1cc(C(=O)NCc2ccco2)ccc1C	-2%
COc1ccc(NC(=O)C2CCN(C(=O)NC3CCCCC3)CC2)c(OC)c1	-1%
O=C(NCC1CCCO1)C1CCN(C(=O)c2ccc(Br)cc2)CC1 (stereo unspecified)	-6%
CCOC(=O)CN1CC23C=CC(O2)C(C(=O)Nc2ccc(C(C)=O)cc2)C3C1=O (stereo unspecified)	9%
O=C(CSc1nnc(-c2cccnc2)n1C1CCCCC1)NC1CCCCC1	12%
Cc1cccn2c(=O)c3cc(C(=O)NC(C)C)c(=N)n(Cc4ccncc4)c3nc12	-2%
COc1ccc(CCn2c(NCCCN3CCOCC3)nc3c2c(=O)[nH]c(=O)n3C)cc1	0%
COc1cccc(Cn2c(=O)c(-c3cccs3)nc3cnc(Nc4cccc(OC)c4)nc32)c1	-1%
COc1cc(NC(=O)CN(c2cc(C)cc(C)c2)S(=O)(=O)c2c(C)noc2C)cc(OC)c1	7%
Cn1c(=O)c2cc(S(=O)(=O)NCCC(=O)NCCc3ccc(Cl)cc3)ccc2n(C)c1=O	10%
C[C@H]1[C@H](C)CC[C@]2(C(=O)O)CC[C@]3(C)C(=CC[C@@H]4[C@]5(C)C[C@H](O)[C@@H](O)[C@@](C)(CO)[C@@H]5[C@H](O)C[C@@]43C)[C@H]12	-4%[5.75 µM]

(further entries)
SMILES	AmpC inh det
Nn1c(SCC(=O)NC2CCCCC2)nnc1-c1ccc(Cl)cc1	0%
Cc1ccc(CCNC(=O)c2coc3nc4ccccc4nc23)cc1	-2%
COc1ccc2c(c1O)-c1c(OC)c(OC)cc3c1[C@H](C2)N(C)CC3	-2%
CCOc1ccccc1NC(=O)c1cc(Cl)ccc1NC(=O)c1ccco1	-5%
COCCn1c(=O)c(-c2ccccc2)nc2cnc(Nc3cccc(OC)c3)nc21	1%
CCCN(CCC)CCNS(=O)(=O)c1ccc2c(c1)oc(=O)n2C	-5%
CCC(Oc1ccc2c(c1)C(=O)CC(C)(C)O2)C(=O)NCCN1CCCCCC1 (stereo unspecified)	2%
CCN(CC)P(=O)(Oc1cccc(C)c1)N(CC)CC	10%
Cc1cc(-n2[nH]c(C)c(C)c2=O)nc(-c2ccccc2O)n1	-2%
CCOc1ccc(-n2cnnn2)cc1S(=O)(=O)NCc1ccccc1	-1%
O=C(NCc1cccnc1)c1cnc2sccn2c1=O	-2%
CC(C)(C)NC(=O)Cn1c(SCC(=O)N2CCCCCC2)nc2ccccc21	-3%
CCCc1nnc(NC(=O)C(C)N2C(=O)C3C4C=CC(C4)C3C2=O)s1 (stereo unspecified)	-4%
CC(C)[C@@H]1N[C@]2(C(=O)Nc3ccccc32)[C@@H]2C(=O)N(c3cccc(C(F)(F)F)c3)C(=O)[C@@H]21	2%
COc1ccc(OC)c(NC(=O)CSc2ccccc2)c1	-4%
CCN(CC)S(=O)(=O)N1CCC(C(=O)NCCN2CCOCC2)CC1	-4%
COC(=O)Nc1ccc(S(=O)(=O)N2CCCCCC2)cc1	-4%
Cc1ccccc1S(=O)(=O)O[C@@H]1NS(=O)(=O)c2ccccc21	0%[5.75 µM]
O=C(CCC1CCCCC1)Nc1c2c(nn1-c1ccc(F)cc1)CS(=O)(=O)C2	-2%
COc1ccc(S(=O)(=O)NC(CC(=O)NCc2ccccc2OC)c2ccco2)cc1 (stereo unspecified)	0%
Nc1ccc(C(=O)C[C@H](N)C(=O)O)cc1O	-2%[5.75 µM]
Cc1c(C#N)c2ccccc2n1CC(=O)NCc1cccnc1	-2%
O=C1C=C(NCc2ccc(Cl)cc2)CC(c2ccco2)C1 (stereo unspecified)	10%
COCCSc1nnc(NC(=O)C2CCCO2)s1 (stereo unspecified)	-2%
COc1ccc(C(C(=O)NC2CCCCC2)N(CC2CCCO2)C(=O)CNC(=O)c2ccco2)cc1 (stereo unspecified)	-1%
O=C(Oc1nsnc1N1CCOCC1)N1CCCCC1	0%
COCc1nnc(NC(=O)CCC2CCCCC2)s1	-2%
CC1(C(=O)NC2CCCCC2)CCC(=O)N1Cc1cccnc1 (stereo unspecified)	11%
O=C1OCCN1P(=O)(c1ccccc1)c1ccccc1	6%
O=C(O)c1cc(-c2ccncc2)nc2ccccc12	-5%[5.75 µM]
Cc1ccc(S(=O)(=O)NCCc2ccncc2)cc1	6%
COc1ncc2ncc(=O)n(C[C@H]3CCCO3)c2n1	0%
CC1Cc2ccccc2N1C(=O)CSc1nnc2sc3ccccc3n12 (stereo unspecified)	4%
Cc1cc(C)nc(SCc2nnc(SCC(=O)OC3CCCCC3)o2)n1	7%
CCc1ccc2[nH]c(=O)c(CN(Cc3nnnn3C3CCCC3)C3CCCCC3)cc2c1	-5%
Cn1c(=O)c2c(nc(CN3CCc4ccccc4C3)n2CCc2ccccc2)n(C)c1=O	-5%
CCn1c(SCC(=O)OCc2ccccc2)nnc1-c1ccco1	21%
O=P(O)(O)/C=C(\Cl)c1ccccc1	2%
O=C(Nc1ccc(S(=O)(=O)NCc2cccnc2)cc1)c1ccco1	-4%
CN(C)c1nc(-c2ccoc2)nc2ccccc12	8%
COc1ccc2c(c1)nc1n2CN(CC2CCCO2)CN1Cc1ccccc1 (stereo unspecified)	-2%
CNC(=O)c1ccc(OCc2ccccc2)c(OC)c1	-3%
CN1CC2=Cc3ccccc3OC23Oc2ccccc2C=C3C1	9%
COc1ccccc1-c1ccc2ncnc(NCc3cccnc3)c2c1	7%
COC(=O)[C@@]1(Cc2ccc(OC)cc2)[C@H]2c3cc(C(=O)N(C)C)n(CCc4ccc(O)c(OC)c4)c3C[C@H]2CN1C(=O)c1ccccc1	-2%
CN(Cc1ccco1)c1nc(-c2ccccc2C(F)(F)F)nc2ccccc12	6%
O=C(NC1CC2CCCC(C1)N2C(=O)N1CCCCC1)C1CCCCC1 (stereo unspecified)	-2%
N=C(N)c1c(O)n(C2CCCCC2)c(=O)n(C2CCCCC2)c1=O	-3%
Oc1cccc(Nc2ncnc3ccccc23)c1	-2%
O=C(CSc1nnc2c(Cl)cc(C(F)(F)F)cn12)Nc1ccc2c(c1)OCO2	3%
CCCCn1c(SCC(=O)OCC)nc2c1c(=O)[nH]c(=O)n2C	11%
COc1cccc(C(=O)NC2(C(F)(F)F)N=C3SCCN3C2=O)c1 (stereo unspecified)	-1%
CN1CCC[C@H](C(=O)OCC(=O)[C@]2(O)CC[C@@H]3[C@H]4CCC5=CC(=O)CC[C@@]5(C)[C@H]4[C@@H](O)C[C@]32C)C1	-3%[5.75 µM]
Cc1cc(C)nc(-n2nc(C)cc2NC(=O)c2cc3ccccc3oc2=O)n1	-1%
COc1ccc(NC(=O)NCc2cccnc2)cc1OC	1%
CCCn1c(NC(=O)C2CCN(S(=O)(=O)c3cccs3)CC2)nc2ccccc21	2%
CCNc1nc(NC(C)C)nc(OCCNS(=O)(=O)c2cc(C)ccc2C)n1	0%
C=C1C2(C(=O)NCc3ccco3)CCC(C2)C1(C)C (stereo unspecified)	1%
O=C(Cn1ccc2ccccc2c1=O)NCCC(=O)N1CCN(c2cccc(C(F)(F)F)c2)CC1	-6%
S[C@@H]1CCCN(Cc2ccccc2)C1	-6%[5.75 µM]
COc1ccccc1NC(=O)CSc1nnc(Cn2c(=O)sc3ccccc32)n1C	9%
